# LDHA inh = qHTS assay for inhibitors of human lactate dehydrogenase; AID 1347041, 2019; 480,000 compounds, 0.15% hits; L-lactate dehydrogenase A chain (Homo sapiens), P00338; purified LDHA, NADH/diaphorase-resazurin fluorescence; active compounds read low; activity change, % (values are at about 110 or 230 µM); in the data active = activity change below about -30%; inconclusive = mostly about -25% to -30%;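 also: plate controls were DMSO wells for no effect and wells without enzyme for full effect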
#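 Human LDH5 at 2 nM final in Tris HCl pH 7.4 with 0.06 mM NADH and 0.2 mM pyruvate, reacted 5 minutes at room temperature. Remaining NADH coupled via diaphorase/resazurin; resorufin fluorescence read at 0 and 20 minutes, normalized to enzyme-free and DMSO wells.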
# GRP78 ERSR act = qHTS for Inducers of the Endoplasmic Reticulum Stress Response (ERSR) in Human Glioma: qHTS | U87-MG GRP78 promoter luciferase reporter, 16 h | Potency, µM, inactives show at the highest dose activation, usual class: activators | 420,000 compounds, 0.02% hits | AID 602332, 2012; also: potency is read from the fitted curve at half-maximal effect; series mostly up to about 76 µM; % of control where 0% means no effect; nearly all actives have a fitted effect of over 35% in size
#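 ERSR induction read as luciferase luminescence (Bright-Glo, 10 min at room temperature) in stably transfected human U87-MG glioma cells exposed to compounds for 16 h, using GRP78 as sensor.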
# Vif-A3F inh = qHTS for Inhibitors of Vif-A3F Interactions: qHTS; HeLa A3F-eYFP + Vif (tagged APOBEC3F with the HIV-1 protein that degrades it), YFP fluorescence increase; Potency, µM (highest dose often 46.1 µM), inactives show at the highest dose activity, negative = active; 390,000 compounds, 0.2% hits; also: potency is read from the fitted curve at half-maximal effect; % of control where 0% means no effect; nearly all actives have a fitted effect of over 65% in size
#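 HeLa cells stably expressing Vif plus C-terminally eYFP-tagged A3F were seeded, incubated overnight at 37 deg C, dosed with compound, incubated overnight again at 37 deg C. Yellow fluorescence (Ex 488/Em 500-530) reported blocked Vif-mediated A3F-eYFP degradation.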
# USP1-UAF1 inh = Inhibitors of USP1/UAF1: Primary Screen | Potency, µM (top dose mostly 57.1 µM), for the others: at the highest dose activity change, negative = inhibition, actives largely listed as inhibitors | 390,000 compounds, 0.23% hits | recombinant USP1/UAF1, Ub-Rhodamine cleavage fluorescence | Ubiquitin carboxyl-terminal hydrolase 1 (Homo sapiens), O94782; also: potency is read from the fitted curve at half-maximal effect; % is scaled to controls: 0 for no effect and ±100 for the full control effect; nearly all actives have a fitted effect of over 60% in size; inactives centre near -12
# Target sequence (O94782 whole entry, looked up): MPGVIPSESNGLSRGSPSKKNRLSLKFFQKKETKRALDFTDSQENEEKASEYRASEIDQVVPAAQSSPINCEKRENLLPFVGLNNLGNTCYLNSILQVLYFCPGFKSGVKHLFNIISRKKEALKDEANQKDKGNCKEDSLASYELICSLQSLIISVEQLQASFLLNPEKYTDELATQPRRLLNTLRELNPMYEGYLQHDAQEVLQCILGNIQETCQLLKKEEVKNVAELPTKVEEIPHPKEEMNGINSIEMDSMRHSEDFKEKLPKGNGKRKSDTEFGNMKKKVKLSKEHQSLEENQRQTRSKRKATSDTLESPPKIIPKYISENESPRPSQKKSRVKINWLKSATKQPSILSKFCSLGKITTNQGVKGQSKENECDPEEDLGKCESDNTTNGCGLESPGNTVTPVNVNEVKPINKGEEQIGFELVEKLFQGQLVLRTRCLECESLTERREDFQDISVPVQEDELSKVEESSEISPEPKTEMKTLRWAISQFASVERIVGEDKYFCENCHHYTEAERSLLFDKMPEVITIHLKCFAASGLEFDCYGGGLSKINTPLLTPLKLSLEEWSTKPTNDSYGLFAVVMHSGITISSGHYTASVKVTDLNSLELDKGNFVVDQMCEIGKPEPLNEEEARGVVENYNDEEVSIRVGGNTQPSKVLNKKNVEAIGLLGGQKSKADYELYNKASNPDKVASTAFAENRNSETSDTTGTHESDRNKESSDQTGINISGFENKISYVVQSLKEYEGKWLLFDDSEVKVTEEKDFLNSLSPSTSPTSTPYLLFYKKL
#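 Step one: compound is pinned into 1nM USP1/UAF1 in HEPES pH 7.8 buffer with TCEP. Step two: 15 min room-temperature incubation. Step three: Ub-Rho (150nM final) starts cleavage, tracked by fluorescence over six one-minute reads.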
# TrxR1 substrate = qHTS Assay for Substrates of Mammalian Selenoprotein Thioredoxin Reductase 1 (TrxR1): qHTS | Thioredoxin reductase 1, cytoplasmic (Rattus norvegicus), O89049 | purified TrxR1 substrate turnover, NADPH consumption readout | Potency, µM (titrated, usually from 114 µM), for the others: at the highest dose activity change, negative = substrate turnover | 390,000 compounds, 0.01% hits; also: potency is read from the fitted curve at half-maximal effect; % is scaled to controls: 0 for no effect and ±100 for the full control effect; nearly all actives have a fitted effect of over 50% in size
#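 Rat TrxR1, dispensed at 90 nM, was prereduced with 400 uM NADPH (final) for 5 min at ~22 deg C, then incubated with compound 15 min before 400 uM selenite. A first-read NADPH fluorescence drop versus no-compound background flagged substrates.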
# RXFP1 agonist = qHTS Assay for Agonists of the Relaxin Receptor RXFP1; Potency, µM (titrated, usually from 57.5 µM), without a hit: top-dose activation, actives largely listed as activators; 370,000 compounds, 0.3% hits; AID 2676, 2010; Relaxin receptor 1 (Homo sapiens), Q9HBX9; HEK293T-RXFP1 cAMP TR-FRET, 30 min; response scale: percent of porcine relaxin response, buffer zero; also: potency is read from the fitted curve at half-maximal effect; % is scaled to controls: 0 for no effect and ±100 for the full control effect; nearly all actives have a fitted effect of over 60% in size; many of its hits are not listed in these tables
#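 Agonist response is measured as cAMP accumulation in an RXFP1-transfected HEK293T line under PDE4 inhibition. Values are scaled between buffer-only and 29 nM porcine relaxin, and EC50s come from standard Hill equation fits.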
# PI4K2A inh = qHTS for small molecular inhibitors of PI4K2A; Phosphatidylinositol 4-kinase type 2-alpha (Homo sapiens), Q9BTU6; purified PI4K2A, ADP-Glo luminescence, 1 h; active compounds read low; activity change, negative = inhibition, % at 76.9 µM; 420,000 compounds, 0.13% hits; AID 1346378, 2018; in the data active = activity change below about -50%; inconclusive = mostly about -30% to -49%;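 also: -100% = wells without enzyme as full effect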
#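 PI4K2A activity was measured by ADP-Glo luminescence: enzyme (4 ug/mL stock) and phosphatidylinositol (1.2 mM stock) in Tris pH 7.5/MgCl2/EGTA/Triton X-100 buffer were reacted with ATP (300 microM stock) for one hour at ambient temperature.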
# IDH1 R132H inh = qHTS for Inhibitors of mutant isocitrate dehydrogenase 1 (IDH1): qHTS; 390,000 compounds, 0.093% hits; Potency, µM (doses to about 76.6 µM), inactives show at the top dose activity change, negative = inhibition, most hits filed as inhibitors; IDH1-R132H enzyme, NADPH consumption, diaphorase/resazurin fluorescence; also: potency is read from the fitted curve at half-maximal effect; % is scaled to controls: 0 for no effect and ±100 for the full control effect; nearly all actives have a fitted effect of over 65% in size
#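 IDH1-R132H (0.5 ug/mL) preincubated 30 min with compound, then NADPH (0.016 mM) and alpha-KG (2 mM) added; 80 min at RT, pH 7.5. Remaining NADPH coupled via diaphorase/resazurin to fluorescence (540/590 nm); concentration-response curves normalized to no-enzyme control.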
# Vif-A3G inh = qHTS for Inhibitors of Vif-A3G Interactions: qHTS; DNA dC->dU-editing enzyme APOBEC-3G (Homo sapiens), Q9HC16; HeLa A3G-eYFP + Vif (tagged APOBEC3G with the HIV-1 protein that degrades it), YFP fluorescence, overnight; Potency, µM (doses to about 46.1 µM), inactives show at the top dose activity, negative = active, most hits filed as inhibitors; 410,000 compounds, 0.076% hits;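 also: potency is read from the fitted curve at half-maximal effect; % is scaled to controls: 0 for no effect and ±100 for the full control effect; nearly all actives have a fitted effect of over 60% in size; hits raise eYFP signal because A3G escapes Vif-driven loss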
#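 Read-out is eYFP fluorescence (Ex 488/Em 500-530) from Vif-expressing HeLa A3G-eYFP cells; more signal means A3G escaped Vif-mediated degradation. Cells plated overnight, compound pinned in, incubated overnight at 37 deg C.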
# Numbers without * were called inactive; ? = inconclusive; . = not tested or not shown; & = joins results of further samples; [ ] = another dose, or the depositor's remark. Unless noted, calls follow the shape of the dose curve; as a rule, active = well fitted curve in the direction sought with a large enough effect; inconclusive = small, poorly fitted or top-dose-only effect, or another doubt; inactive = no such curve, though single readings can be large; an effect the other way counts as inactive or inconclusive. Some of the compounds tested. The share of hits here may be higher or lower than overall.
mol	LDHA inh	GRP78 ERSR act	Vif-A3F inh	USP1-UAF1 inh	TrxR1 substrate	RXFP1 agonist	PI4K2A inh	IDH1 R132H inh	Vif-A3G inh
CCOc1ccc(-c2c(C)nn3c(C)c(C(=O)Nc4ccccc4C(=O)OC)cnc23)cc1OCC	0	.	.	-6%	-4%[57.1 µM]	-4.3%	-1	.	.
CC1(C(=O)NS(=O)(=O)Cc2ccccc2C(F)(F)F)CCN1C(=O)Cc1ccsc1 (configuration not stated)	-2	-2%	.	.	.	.	-4	.	2%
Cc1cc(C(=O)Nc2ccc3c(c2)CCC3)c2ccccc2n1	-1	-1%	?	-24%	4%[57.1 µM]	0.4%	-2	0%	-20%
CCN(CC)c1nc2ccccc2[nH]1	-1	-1%	-5%	-15%	10%	-0.6%	1	4%	2%
CN(c1ccc(Cl)cc1)c1cc2c(c3c1ccn3C)C1CCC2C1 (configuration not stated)	-14	-5%	.	.	.	.	1	.	1%
Cc1cccc(N2CCN(C(=O)c3ccc(N4CCCC4=O)cc3)CC2C)c1 (configuration not stated)	2	-4%	-3%	-6%	-14%	-1.2%	1	10%	1%
O=C(c1ccc(Cl)cc1)c1cc(-c2ccccn2)c(N2CCOCC2)s1	1	-7%	8%	0%	-7%	9.4%	6	0%	1%
CCOC(=O)c1ccc(NC(=S)N2CCN(CCN=CC3=C(O)CC(c4ccccc4)CC3=O)CC2)cc1 (configuration not stated)	0	6%	0%	-24%	3%	0.4%	-1	-1%	2%
CCOC(=O)c1ccc(NC(=O)C2C3CCCCC32)cc1 (configuration not stated)	-9	5%	3%	-17%	-7%	3.0%	1	8%	0%
Cc1nn(CCC(=O)Nc2cccc(C#N)c2)c(C)c1S(=O)(=O)N1CCC(C)CC1	6	0%	-10%	12%	5%[57.1 µM]	0.1%	2	1%	-5%
CCN1CCN(c2ccc(NC(=O)c3cccc(S(=O)(=O)N4CCCC4)c3)cc2)CC1	-1	-2%	12%	-17%	13%[57.1 µM]	.	3	0%	-1%
CCOC(=O)c1sc(NC(=O)CSc2nc3cccnc3n2C)nc1C	-7	-3%	1%	8%	4%	5.7%	7	0%	5%
CCCn1c2ccccc2c2cnn(CC(=O)NCCOC)c(=O)c21	-7	-6%	2%	-8%	14%	6.3%	3	8%	-2%
C=Cc1ccc(Cn2nc(-c3ccccc3)ccc2=O)cc1	-2	5%	-11%	-15%	4%	1.6%	2	-3%	-1%
CCCCN1C(=O)C(CC(=O)NCC2CCCCC2)CC(C(=O)N2CCOCC2)=C1C (configuration not stated)	7	-5%	1%	-22%	.	.	-11	17%	-11%
CN(C(=O)c1cccc(NC(=O)Cc2ccc(NC(=O)C3CCN(C(=O)C4CCCC4)CC3)cc2)c1)C1CCCCC1	-2	-2%	-4%	-31%	2%	.	0	6%	-15%
O=C(NCC(c1ccco1)N1CCN(c2ccc(F)cc2)CC1)C1CCCCC1 (configuration not stated)	-3	-2%	?	-8%	1%	-0.6%	0	5%	-2%
COc1ccc(NC(=O)CNC(=O)c2ccc([N+](=O)[O-])cc2)cc1	-3	0%	-8%	-8%	7%	0.6%	-4	0%	0%
Cc1cc(C)n(/N=C/c2cc(Cl)cc(Cl)c2O)c(=O)c1	0	-3%	12%	-27%	-4%	3.6%	1	17%	-7%
CCOC(=O)/C(C#N)=N/Nc1ccccc1C(=O)O	-1	3%	1%	-14%	-21%	0.1%	6	-4%	-2%
Cc1[nH]c2ccc(C(=O)NCCCN3CCCCC3)cc2c1C	1&2	0%&-2%	-7%&5%	-13%&-16%	4%	0.8%&-6.0%	-3&-1	7%&6%	2%&3%
Nc1nc2[nH]c(=S)[nH]c2c(=O)[nH]1	2	-2%	.	.	3%	.	.	.	-2%
Cc1cc(CN2CCC(n3nccc3NC(=O)c3ccccc3Cl)CC2)cc(C)c1O	-1	-2%	1%	-19%	4%	-0.1%	4	7%	-7%
O=[N+]([O-])c1cccc(/C=N/Nc2nc(C(Cl)(Cl)Cl)nc3ccccc23)c1	0	-5%	-12%	-7%	-6%	3.9%	4	-2%	-2%
Cc1nc(-c2ccccc2)nc(-c2ccccc2)n1	-8	1%	-3%	11%	-6%	-0.4%	-2	-5%	-4%
CCOC(=O)C1=C(N)OC2=C(C(=O)CC(C)(C)C2)C1c1ccccc1OC (configuration not stated)	1	-1%	-3%	-7%	-21%	-0.2%	-2	-6%	3%
COc1ccc(NC(=O)Cn2c(=O)n(-c3ccc(C)cc3)c(=O)c3c2c2cc(C)ccc2n3C)cc1	-8	-2%	-1%	-7%	-4%	-0.8%	0	-5%	1%
O=C(CCNC(=O)C1CCN(S(=O)(=O)c2ccccc2)CC1)NCc1ccc(Cl)cc1Cl	1	-4%	5%	-21%	6%	-1.3%	-3	3%	-1%
Cc1cccc(NC(=S)NCCc2c[nH]c3ccccc23)c1	-2	-4%	-1%	-9%	-11%	-1.1%	11	4%	0%
Cc1nnc2c3ccccc3c(-c3cccc4ccccc34)nn12	-7	-4%	-15%	-15%	17%	2.7%	6	2%	-4%
CC1(C)CC(NC(=O)C2CCC(=O)N(Cc3ccccc3F)C2)CC(C)(C)C1 (configuration not stated)	-6	2%	6%	-22%	-4%	-1.1%	1	5%	-4%
Oc1cc2ccccc2cc1-c1n[nH]c(=S)o1	6	-2%	-7%	-18%	7%[57.1 µM]	0.6%	-12	1%	0%
Cc1c(NCc2ccccc2O)c(=O)n(-c2ccccc2)n1C	1	-3%	2%	-21%	-4%	-4.1%	0	-2%	3%
COc1ccc(CCN(C)C2CCCN(C(=O)CCC(F)(F)F)C2)cc1OC (configuration not stated)	4	-4%	3%	-20%	2%[57.1 µM]	-0.4%	1	1%	3%
O=C(O)c1nn(CC(=O)N2CCC(Cc3ccccc3)CC2)c(=O)c2ccccc12	-3	-6%	-1%	-12%	14%[57.1 µM]	-0.4%	2	-3%	0%
Cn1c(N)c(C(=O)CSc2nc(N)cc(=O)[nH]2)c(=O)n(C)c1=O	-3	-2%	4%	-15%	0%	15%	-9	2%	-5%
NC(=O)CC(NC(=O)c1ccc(Br)cc1)c1ccc(NCc2ccc(F)c(F)c2)c([N+](=O)[O-])c1 (configuration not stated)	-8	-5%	?	-14%	-9%	5.2%	5	5%	-15%
COc1ccc(CNC(=O)CSc2nnc3c(n2)[nH]c2ccc(C)cc23)cc1	-4	-5%	0%	-3%	2%[57.1 µM]	0.8%	1	-2%	-2%
COc1ccc(/C=C/C(=O)NCCC(=O)N2CCCN(C)CC2)cc1	1	-1%	-1%	-15%	-2%	2.6%	-4	6%	7%
O=C(c1ccc(NS(=O)(=O)c2ccccc2)cc1)N1CCN(Cc2ccc3c(c2)OCO3)CC1	-7	-6%	8%	-5%	-8%	-0.2%	10	6%	1%
CCOC(=O)N/C(N)=N/c1nc2ccccc2s1	0	2%	-5%	-15%	-2%	-0.3%	-1	8%	-3%
COC(=O)c1ccccc1NC(=O)c1cc2ccccn2n1	-15	2%	-2%	-18%	-4%[57.1 µM]	-0.2%	-3	-16%	-1%
CCOC(=O)c1c(C)[nH]c(C(=O)COC(=O)CNC(=O)c2ccc(Br)cc2)c1C	-4	-2%	-3%	-18%	2%	-0.9%	7	8%	-4%
COc1ccc(NC(=O)C[C@@H]2C(=O)N(Cc3ccccc3)CC2(C)C)cc1	0	-3%	-1%	-22%	.	.	0	13%	-3%
N#Cc1cc2c(nc1SCC(=O)NCc1ccc3c(c1)OCO3)CCCCC2	-4	1%	-3%	-2%	8%	13%	4	5%	0%
CC(OC(=O)C1CCC(=O)N1)C(=O)Nc1cc(Cl)cc(Cl)c1 (configuration not stated)	-6	-5%	0%	-8%	-1%	0.4%	-3	6%	0%
O=C(COC(=O)c1n[nH]c2ccccc12)NCc1ccccc1	-2	4%	2%	-18%	14%	-1.9%	0	7%	0%
Cc1nn(-c2ccc(F)cc2)c(-n2cccc2)c1C(=O)N1CCN(c2ccc(F)cc2)CC1	-5	-2%	3%	-33%	-3%	-1.8%	-6	-5%	0%
FC(F)(F)c1ccccc1CN1CCN(C2CCCCCC2)CC1	-14	-5%	-4%	-21%	7%	-2.6%	-5	8%	-1%
Cc1nc(C)c(-c2ccc(SCc3ccccc3C)nn2)s1	2	2%	-8%	-24%	0%	2.4%	-1	8%	7%
Cc1ccc(C(=O)N2CCN(c3ncccn3)CC2)cc1	-2	-1%	11%	-16%	-2%	0.1%	5	2%	-2%
